Bioassay records from PubChem BioAssay.
UDG counter – counter-screen for AID inhibitors: uracil-DNA glycosylase inhibition; FRET deamination/UDG coupled assay, UDG read, 4 h; Potency, µM (top dose mostly 115 µM), without a hit: top-dose activity change, negative = inhibition, actives largely listed as inhibitors; hit rate 0.14% among 91,000; also: nearly all actives have a fitted effect of over 65% in size
AID inh – blocks human AID cytidine deaminase activity. Potency, µM (series often up to 115 µM), for inactives: at the top dose activity change, negative = inhibition, hits mostly inhibitors. AID 1347428. hit rate 0.32% among 91,000. AID deamination FRET fluorescence, UDG-coupled, 4 h; also: nearly all actives have a fitted effect of over 25% in size
Target sequence (Q9GZX7 whole entry, looked up): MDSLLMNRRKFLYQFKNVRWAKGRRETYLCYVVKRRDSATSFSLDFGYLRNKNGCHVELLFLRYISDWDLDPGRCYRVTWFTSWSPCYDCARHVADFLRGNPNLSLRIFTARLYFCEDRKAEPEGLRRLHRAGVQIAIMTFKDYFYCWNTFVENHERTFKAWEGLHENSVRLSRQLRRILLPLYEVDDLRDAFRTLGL
* = called active by the depositor; i = inactive; ? = inconclusive; [ ] = remark or other dose. Calls follow the shape of the dose curve; as a rule, active = well fitted curve in the direction sought with a large enough effect; inconclusive = small, poorly fitted or top-dose-only effect, or another doubt; inactive = no such curve, though single readings can be large; an effect the other way counts as inactive or inconclusive. % is scaled to controls: 0 for no effect and ±100 for the full control effect; potency is read from the fitted curve at half-maximal effect. Not all compounds are listed; count on the stated rates, not on these rows.

Fields – UDG counter | AID inh
> CCOc1ncccc1CNC(=O)c1cc2cc(Cl)ccc2nc1C
 : -1% | 2%
> O=C(Nc1ccc(F)cc1F)c1ccc(-n2cnc3cccnc32)cc1
 : -4% | -9%
> Cc1cc(C)n(C(C)CC(=O)Nc2ccc(Cl)cc2C)n1 (configuration not stated)
 : 15% | 7%
> Cc1nc(N(C)C)ncc1C(=O)NCc1ccc(Cl)cc1
 : -4% | -5%
> COc1ccc(-c2cn3nc(N4CCCC(C(=O)NCc5ccccc5C)C4)sc3n2)cc1 (configuration not stated)
 : ? | ?
> CCN(c1ccccc1)S(=O)(=O)c1ccc(NC(=O)c2cc(=O)c3cc(C)cc(C)c3o2)cc1
 : -10%[57.5 µM] | -10%
> Cn1c(SCC(=O)Nc2ccc(F)cc2)nc2c([nH]c3ccccc32)c1=O
 : 11% | -19%
> COc1ccc(NC(=O)Cn2ccn(-c3ccccc3)c(=O)c2=O)cc1
 : 2%[57.5 µM] | -5%
> O=C(c1cc2ccccc2oc1=O)N1CCN(c2ccc(F)cc2)CC1
 : 14% | 17%
> O=C(NCCCN1CCCC1)c1cc2cc(F)ccc2[nH]1
 : -5% | 19%

The list continues.
Fields – UDG counter | AID inh
> CCCN1CCN(CCCNC(=O)c2cnn(-c3ccc(F)cc3)c2-n2cccc2)CC1
 : -2% | -11%
> CCOc1ccc(C(F)(F)F)cc1N
 : 0% | 0%
> O=C(O)CCNS(=O)(=O)c1ccc(F)c(Cl)c1
 : -2% | 2%
> COc1ccc2nc(NS(=O)(=O)c3ccc(C)cc3)c(Nc3cc(Cl)ccc3OC)nc2c1
 : 10% | i
> COc1ccc(Br)cc1C(=O)Nc1cccc2ccc(C)nc12
 : -2% | 15%
> CCC(CC)c1nnc(NC(=O)c2ccc3ccccc3n2)s1
 : 12% | 1%
> O=C(Nc1c(NC2CCCC2)c2ccccc2oc1=O)c1ccc2c(c1)OCO2
 : 4% | 3%
> N#CCSc1ccnc(SCC#N)n1
 : 10% | 2%
> Cc1ccc(NC(=O)c2oc3ccccc3c2NC(=O)c2ccc(F)c(F)c2)cc1
 : -7% | -2%
> CCOC(=O)c1cccc(NC(=O)Cn2c(=O)c3cccn3c3ccccc32)c1
 : 2%[57.5 µM] | 14%

Further structures:
Fields – UDG counter | AID inh
> CCOc1ccc(CNC(=O)CCC(=O)N2Cc3ccccc3Oc3ncccc32)cc1
 : 4% | -10%
> CCCN(CCC)C(=O)CCCC(=O)N(C)Cc1ccsc1
 : -2% | -6%
> COc1ccc(NC(=O)Cn2nc(Cc3ccncc3)c3ccccc3c2=O)c(OC)c1
 : 1% | 1%
> COc1ccc(Nc2ncc3c(n2)CCN(Cc2ccc(Br)s2)C3)c(OC)c1
 : -8% | -15%
> Cc1cn2c(=O)cc(COc3cccc(NC(=O)c4ccccc4Cl)c3)nc2s1
 : -8% | 20%
> COc1ccc2c(c1)c(N1CCCC1=O)c(C(=O)Nc1cc(C)c(Cl)cc1OC)n2C
 : 3% | 33%[activator]
> COCC(C)NC(=O)CSc1nc(-c2ccc(OC)c(OC)c2)cc(C(F)(F)F)n1 (configuration not stated)
 : -9% | -10%
> CCc1ccc2oc(=O)cc(CN3CCN(CC(=O)NC4CCCCC4)CC3)c2c1
 : 10% | 2%
> Cc1cccc(NC(=S)Nc2ccc(N(C)C)cc2)c1
 : 9% | 1%
> Cc1cc(=O)oc2cc(OCC(=O)Nc3c(C(C)C)cccc3C(C)C)ccc12
 : -2% | -17%

The results go on:
Fields – UDG counter | AID inh
> CC(C)(C)C1CCCCC1NC(=O)c1ccc(Cl)nc1 (configuration not stated)
 : -2% | -6%
> Cc1ccccc1OCCN(C)C(=O)NCc1cccc(Cl)c1
 : 4% | -10%
> CCOC(=O)Cn1c(=O)n(CC2CCCO2)c2nc(-c3cc(OC)ccc3OC)nc(C(N)=O)c21 (configuration not stated)
 : 9% | 43%[activator]
> CCOc1ccc(N(C(=O)Cn2nnc3ccccc32)C(C(=O)NCc2ccccc2)c2ccc(OC)cc2)cc1 (configuration not stated)
 : 1% | 2%
> Cc1nc2nncn2c(Nc2ccc(F)cc2)c1C
 : -1% | 3%
> O=C(Nc1ccccc1Cc1ccccc1)c1cnc2ccccc2n1
 : 8% | 5%
> C=CCOc1cccc2[nH]c(C(=O)O)cc12
 : 3% | -2%
> COC(=O)c1cc(NC(=O)CC2Sc3ccccc3NC2=O)cc(C(=O)OC)c1 (configuration not stated)
 : -5% | -7%
> CCN(CC)C(=O)Cn1cc(SCC(=O)Nc2ccc(C)cc2)c2ccccc21
 : 16% | 4%
> Cc1ccccc1C(=O)N(Cc1ccco1)C1CC1
 : 4% | -5%

Remaining list, next part
Fields – UDG counter | AID inh
> CC(SC(C)c1ccccc1Cl)C(=O)NC(N)=O (configuration not stated)
 : 7% | 0%
> Cc1ccc(Sc2ccc(N3CCCC(C(=O)Nc4ccc(Cl)cc4)C3)nn2)cc1 (configuration not stated)
 : -6% | 9%
> O=C(Nc1cccc(-c2nc3ccccc3o2)c1)c1ccc(-c2ccc(Br)cc2)o1
 : 22% | 6%
> COc1cccc(CN(C)CC(O)COc2c(C)cccc2C)c1OC (configuration not stated)
 : 6% | -1%
> Cc1ccc(NC(=O)c2cc(C)nc3c2c(C)nn3-c2cccc(Cl)c2C)c(C)c1
 : 1% | -14%
> COc1ccccc1C(C)N(C)C(=O)CCn1ccc2ccccc21 (configuration not stated)
 : 7% | -3%
> CC(Oc1ccc(C(F)(F)F)cc1)C(=O)NC1(C#N)CCCCC1 (configuration not stated)
 : 0% | 1%
> COc1ccc(C)c2sc(N(Cc3cccnc3)C(=O)c3ccc(S(=O)(=O)N(C)C)cc3)nc12
 : 3% | -6%
> CNC(=O)NC(=O)CCN(C)Cc1ccc(C(C)C)cc1
 : -8% | 0%
> CCC(=O)N1CCc2cc(Br)cc(S(=O)(=O)CCC(=O)Nc3cccc(Cl)c3)c21
 : -13% | 2%

More structures:
Fields – UDG counter | AID inh
> O=C1NC2(CCCC2)C(=O)N1Cc1coc(-c2cccc(F)c2)n1
 : -3% | 4%
> COc1ccc(-c2noc(N(c3ccc(F)c(Cl)c3)c3nc(-c4ccc(OC)c(OC)c4)no3)n2)cc1OC
 : -11% | 9%
> CCOc1ccc(CCNC(=O)c2ccc3c(c2)c(C)c(C)n3Cc2ccccc2)cc1OCC
 : 33%[activator] | ?
> COC(=O)c1ccc2c(c1)sc(=NC(=O)c1ccc(S(=O)(=O)N3CCCCC3)cc1)n2C
 : 1% | 4%
> Cc1cccc(NC(=O)c2c(NC(=O)C(F)(F)F)sc3c2CCCCC3)c1
 : -9% | 79µM*
> CSc1ccc(/C=C/C(=O)Nc2cc(F)ccc2F)cc1
 : 0% | 1%
> CCOc1cc(CN(CC(=O)NC(=O)NC)C2CC2)ccc1OC(F)F
 : -5% | -7%
> CCOC(=O)c1ccc(NC(=O)CN2Cc3ccccc3C2=O)cc1
 : -2% | 6%
> O=C(O)CNC(=O)C1CCOCC1
 : -8% | -15%
> O=C(c1ccc(CS(=O)c2ccccc2Cl)o1)N1CCN(c2cccc(Cl)c2)CC1 (configuration not stated)
 : -6% | ?

(further entries)
Fields – UDG counter | AID inh
> COc1cccc(-n2cnc3c2NC(=O)CC3c2ccsc2)c1 (configuration not stated)
 : 5% | 9%
> CCCn1c(SCc2nc(-c3cc(OC)ccc3OC)no2)nnc1-c1ccc(Cl)cc1
 : -27% | ?
> Cc1c(Cl)cccc1NC(=O)CCS(=O)(=O)c1ccc2c(c1)CC(=O)N2C
 : ? | 44%[activator]
> Cc1cccc(CNS(=O)(=O)c2ccc3[nH]c(=O)ccc3c2)c1
 : -1% | 3%
> CCOc1ccc(C(=O)NC(C)c2cc(C)ccc2C)cc1OC (configuration not stated)
 : -9% | -5%
> Cc1nn(C)c2c1c(-c1ccccc1)cc(=O)n2CC(=O)NC(C)C
 : 17% | -19%
> CC(C)(C)C1CCc2nc(NC(=O)Cc3ccc(Cl)cc3)sc2C1 (configuration not stated)
 : -8% | -27%
> Cc1c(Cl)cccc1NC(=O)Cn1c(=O)nc(-c2ccccc2)c2ccccc21
 : -3% | 7%
> CC(=O)Nc1ccc(NC(=O)c2cc(-c3ccc4c(c3)OCCO4)on2)cc1
 : 50%[activator] | -19%
> CCC1c2ccsc2CCN1C(=O)CC(c1ccccc1)c1ccccc1 (configuration not stated)
 : -5% | -22%

Further results follow.
Fields – UDG counter | AID inh
> CCOC(=O)c1cc2c(=O)n3ccccc3nc2n(CC2CCCO2)c1=NC(=O)c1ccccc1F (configuration not stated)
 : -5% | -3%
> Cc1sc(NC(=O)c2ccc(Cl)c(S(=O)(=O)N3CCOCC3)c2)nc1-c1ccc(F)cc1
 : 2% | -7%
> COc1ccc(CNC(=O)c2nccnc2N)cc1OC
 : 2% | 0%
> CCCCOc1ccc(NC(=O)C(C)Oc2ccccc2OC)c2cccnc12 (configuration not stated)
 : -5% | -2%
> CCc1c(C(=O)c2[nH]c(C)c(C(C)=O)c2C)oc2ccc(F)cc12
 : 2% | 1%
> Cc1ccc2c(CN3CCCCC3C)cc(=O)oc2c1 (configuration not stated)
 : -1% | -2%
> CCc1ccc(CNC(=O)C2CCCN(S(=O)(=O)c3ccc4c(ccn4C)c3)C2)cc1 (configuration not stated)
 : 0% | 19%
> O=C(O)c1cc2c(c(S(=O)(=O)Nc3cccc(Cl)c3F)c1)CCC2
 : 2% | 3%
> Fc1ccc(-c2ccc(CNCCSc3nnnn3-c3ccccc3)o2)cc1
 : -20% | -10%
> CCc1cccc(C)c1NC(=O)C1CCCN1S(=O)(=O)c1cccc2nsnc12 (configuration not stated)
 : -7%[57.5 µM] | 14%[57.5 µM]

The listing continues.
Fields – UDG counter | AID inh
> O=C(Cn1nc(-c2ccccc2)c2cnc3ccc(F)cc3c21)NC1CCCC1
 : 26% | 22%
> CC(C)CCNC(=O)Cn1nc(N2CCN(c3ccccc3)CC2)ccc1=O
 : -8%[57.5 µM] | -4%
> CCc1ccccc1NC(=O)Cc1ccc(NC(=O)N2CCCCc3ccccc32)cc1
 : ? | -8%
> Cc1cccc(CNC(=O)c2cnc3sc(N4CCCCCC4)nn3c2=O)c1
 : -2% | 7%
> COCCN(CC(=O)NC(N)=O)Cc1ccccc1
 : 10% | 1%
> CCCCc1oc2ccccc2c1C(=O)c1cc(I)c(OCCN(CC)CC)c(I)c1
 : -1% | 0%
> CC(=O)N1CCC2(CC1)Oc1ccccc1C1CC(c3cccc(OC(F)F)c3)=NN12 (configuration not stated)
 : -8% | -11%
> NC(=O)/C(=C/c1ccc(O)cc1)NC(=O)c1ccco1
 : 7% | 9%
> COCCCn1c(SCC(=O)Nc2ccc(F)cc2)nc2c(sc3ccccc32)c1=O
 : -5% | 1%
> Oc1c(C(c2ccccc2F)N2CCN(c3ccccc3F)CC2)sc2nc(-c3ccco3)nn12 (configuration not stated)
 : 0%[57.5 µM] | 6%

(next part)
Fields – UDG counter | AID inh
> C#CCOc1nc2c(c(=O)n(C)c(=O)n2C)n1Cc1c(Cl)cccc1Cl
 : 0% | -1%
> O=C(Nc1cccc(C(F)(F)F)c1)c1cc2ccc3cccnc3c2[nH]1
 : 3% | 7%
> CCn1c(=O)cc(OCC(=O)N2CCN(c3ccc(C(C)=O)cc3)CC2)c2ccccc21
 : 1% | -8%
> CC(C)(C)NC(=O)CCSc1nc(-c2ccc3c(c2)OCO3)cc(C(F)(F)F)n1
 : -7% | -22%
> COc1ccc(-c2noc(CCC(=O)N(C)c3ccccc3C)n2)cc1
 : -11% | -14%
> CC(Sc1ccccn1)C(=O)Nc1ccc(C(F)(F)F)cc1 (configuration not stated)
 : -6% | -11%
> CC(C)C(=O)Nc1cccc(NC(=O)Nc2cccc(Cl)c2)c1
 : -6% | -3%
> O=C(O)CCC(NC(=O)c1ccccc1)C(=O)O (configuration not stated)
 : 2% | 0%
> COc1cc(NS(=O)(=O)c2cc(Br)cc3c2N(C(=O)C2CC2)CC3)cc(OC)c1
 : 0%[57.5 µM] | 2%
> COc1cc(CNc2ccc(N3CCOCC3)c(C(=O)O)c2)cc(Cl)c1OC
 : -2% | 4%

(more compounds)
Fields – UDG counter | AID inh
> CC(Cc1ccco1)NC(=O)CCC1CCCO1 (configuration not stated)
 : -6% | 3%
> CCOc1ccc(-c2cc(C(=O)NCc3ccccc3)c3c(-c4ccc(CC)cc4)[nH]nc3n2)cc1
 : 10% | 11%
> CC(=O)Nc1cccc(C(=O)NC2CCCC(C)C2C)c1 (configuration not stated)
 : 8% | 2%
> Cn1c(=O)[nH]c(=O)c2c1nc(NCCc1ccccc1)n2CCO
 : 2% | -2%
> Cc1ccccc1C(=O)/C=C/c1cccnc1
 : 0% | -8%
> Cc1ccc2nc(-c3ccccc3)cc(C(=O)N3CCN(S(=O)(=O)c4c(C)noc4C)CC3)c2c1
 : -5% | -9%
> CC1=C(OC(=O)CCC(=O)OC2=C(C)C(=O)OC(c3ccccc3)C2(C)C)C(C)(C)C(c2ccccc2)OC1=O (configuration not stated)
 : 10% | -5%
> COc1ccc(OC(=O)c2nc(SCc3ccc(C)cc3)ncc2Cl)cc1
 : -1% | -20%
> O=C(CSc1nc2c(c(=O)[nH]1)CCC2)Nc1cccc(O)c1
 : -21% | 38%[activator]
> O=C(/C=C/c1ccc(O)cc1)c1cccc(Br)c1
 : -6% | -11%
> CC(C)CC(NS(=O)(=O)c1ccc2c(c1)oc(=O)n2C)C(=O)NCc1ccccc1Cl (configuration not stated)
 : 0% | 20%
